EWS-Fli block: EWS/Fli-driven NR0B1 reporter inhibitors, primary screen, A673 cells, NR0B1 luciferase, luminescence, MLPCN library | viability-normalised | inhibition, % at 12.6 µM | hit rate 0.67% among 350,000;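 active = mean inhibition of at least 50% after viability correction, with every replicate also passing that limit; inconclusive = mean reaches 50% but only one of two replicates passes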;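 note: firefly luciferase signal divided by Alamar Blue viability fluorescence both relative to DMSO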
GSIS activator: GLuc luminescence reporter in INS-1E cells, primary screen for activators of glucose-dependent secretion of insulin; AID 743287, 2014; activation, % at 16.6 µM; INS-1E GLuc reporter insulin secretion, 2-3 h; hit rate 0.61% among 370,000;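 active = lowest replicate activation of at least 40%, so every replicate reaches that level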;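 note: 0% = median of neutral control wells and 100% = median of IBMX positive control wells; some compounds called inactive have numbers as strong as hits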
PAX8 reporter: inhibitors of PAX8-driven TPO luciferase reporter, primary screen, RMG-I cells, single concentration; hit rate 1.2% among 360,000; SteadyGlo, 24 h; inhibition, % at 12.6 µM;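 active = mean replicate inhibition at least 60% with every replicate also reaching 60%; inconclusive = only one of the two criteria is met; inactive = mean below 60% and not all replicates reaching 60%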;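 note: luciferase light reporting Pax8 driven TPO promoter activity; plate controls were median of neutral control wells for no effect and mitoxantrone controls for full effect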
ERp5 inh: inhibitors of ERp5-driven insulin aggregation, primary screen, biochemical, turbidity, absorbance 650 nm, single point. hit rate 0.05% among 350,000. inhibition, % at 9.99 µM. 90 min. AID 651711, 2012;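 active = mean replicate inhibition above about 25%, with every replicate also reaching it, limit read from the data, passing the limit was not always enough; inconclusive = only one of those two criteria met; inactive = neither criterion met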
Target sequence (Q15084 whole entry, looked up): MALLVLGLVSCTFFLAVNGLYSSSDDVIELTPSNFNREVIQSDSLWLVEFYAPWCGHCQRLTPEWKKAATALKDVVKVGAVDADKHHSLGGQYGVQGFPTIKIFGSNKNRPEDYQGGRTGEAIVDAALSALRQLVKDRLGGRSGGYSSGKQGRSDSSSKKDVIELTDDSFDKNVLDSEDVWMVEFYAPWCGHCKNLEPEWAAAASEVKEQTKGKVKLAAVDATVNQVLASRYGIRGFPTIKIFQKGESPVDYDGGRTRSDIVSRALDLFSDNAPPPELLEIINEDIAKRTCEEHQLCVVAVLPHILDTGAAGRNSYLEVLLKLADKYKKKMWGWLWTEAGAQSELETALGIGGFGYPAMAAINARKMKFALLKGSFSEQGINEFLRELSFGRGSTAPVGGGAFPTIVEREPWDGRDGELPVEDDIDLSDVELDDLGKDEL
XiGFP reactiv: activators of inactive X chromosome reactivation, primary screen, imaging, XiGFP fibroblasts, GFP high-content imaging, set 2; XiGFP mouse fibroblasts, % GFP-positive cells imaging, 3 d; cells co-treated with 5-aza-dC sensitizer; scaled so ellipticine positive control = 100%; activation, % at 7.58 µM; hit rate 0.055% among 360,000; AID 743238, 2013;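 active = mean normalized replicate activation at least 10% and every replicate at or above 10%; inconclusive = only one of the two criteria met; inactive = mean below 10% and not all replicates reach 10%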;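 note: 0% = median of on-plate neutral control wells and 100% = ellipticine 6 µM median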
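assay system = SV40-immortalized XiGFP fibroblast cells, line 68-5-11 | buffer or medium = DMEM plus 5-aza-dC sensitizer | doses = single-point pinned compound dosing | times = 3-day compound exposure, then 15 min fixation at room temperature | benchmarks = positive control ellipticine, 6 µM final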
DENV2 CPE rescue: inhibitors of DENV2 cytopathic effect, primary screen, cell-based, plate reader, single concentration. CPE inhibition, % at 9.99 µM. hit rate 1.7% among 350,000. DENV2-infected cells, cytopathic effect rescue. AID 651640, 2012; in the data active = CPE inhibition above about 20%, passing the limit was not always enough; inconclusive = no clear call, values can overlap the other calls; tested in BHK-21 cells;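 note: 0% = median of neutral control wells and 100% = median of positive control wells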
F508del corr: F508del CFTR correction, initial screen, CFBE line, single point; CFBE cells, YFP halide quenching; stimulated with forskolin plus potentiator P3; % fluorescence drop versus neutral controls; hit rate 0.36% among 350,000; activity (quench increase), % at 7.58 µM; AID 720511, 2013;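 active = mean added fluorescence quench of at least 8% versus neutral control, with both replicates also reaching 8%; inconclusive = only one of the mean or replicate conditions met; inactive = mean below 8% and not both replicates reaching 8%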;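 note: cells transiently co-express mutant CFTR-F508del with the halide-sensitive YFP; corrector assay measuring rescue of mutant channel to the surface after 24 h compound exposure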
ARNT-TACC3 inh: disruptors of ARNT/TACC3 protein interaction, primary screen, biochemical, AlphaScreen, single concentration. Transforming acidic coiled-coil-containing protein 3 (Homo sapiens), Q9Y6A5. hit rate 0.66% among 390,000. AlphaScreen His-ARNT PAS-B/GST-TACC3 binding, luminescence; TACC3 fragment carries E629A point mutation. AID 623870, 2012. inhibition, % at 9.99 µM;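 active = mean inhibition of replicates at least 50% and at least half of replicates each reaching 50%; inconclusive = half or more replicates reach 50% but mean below 50%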;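 note: 0% = complete ARNT plus TACC3 wells and 100% = ARNT alone without TACC3; many hits fall short of the cut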
Starred values were filed as active, the others as inactive; u = inconclusive; x = not tested or not shown; & = joins results of further samples.

SMILES | EWS-Fli block | GSIS activator | PAX8 reporter | ERp5 inh | XiGFP reactiv | DENV2 CPE rescue | F508del corr | ARNT-TACC3 inh
CCCOc1ccc(C2NC(=S)NC(c3ccccc3)=C2C(=O)Nc2ccc(C)cc2)cc1OC (stereo not drawn) | 9 | -4 | -22 | x | 0.2 | x | x | -4
COCC(=O)N(C[C@@H]1N[C@@H](CO)[C@H]1c1ccc(C2=CCCC2)cc1)C(C)C | -16 | 12 | -24 | x | 0.1 | 12 | 2.5 | 5
Cc1ccc(NC2=NC(c3ccc(F)cc3)n3c(nc(C)cc3=O)N2)cc1 (stereo not drawn) | 15 | -8 | 12 | -4 | 0.0 | 5 | -0.3 | -4
COc1ccc(S(=O)(=O)Nc2ccc3c(c2)C(=O)N([C@H](C)CO)C[C@@H](C)[C@@H](CN(C)S(=O)(=O)c2cccs2)OCCCC[C@H](C)O3)cc1 | 1 | 21 | -10 | 1 | 0.0 | -5 | 1.0 | -1
COC(=O)NNC(=O)C1CCC(C(=O)NNC(=O)OC)CC1 (stereo not drawn) | x | 6 | -2 | x | 0.0 | x | x | -8
COc1ccc(Nc2ccc(C(N)=O)cc2[N+](=O)[O-])cc1 | 5 | 12 | 2 | 3 | 0.4 | 6 | 0.7 | 10
CC(C)NC(=O)N1C[C@@H]2[C@H](c3ccccc31)[C@@H](CO)N2C(=O)Nc1ccccc1 | 1 | -1 | -3 | x | 0.3 | x | 0.4 | 12
CC(=O)N[C@@H](Cc1c[nH]c2ccccc12)C(=O)OCC(=O)NCc1ccc2c(c1)OCO2 | 7 | -14 | 17 | 1 | -0.2 | 2 | -2.2 | -2
CCOC(=O)c1c(C)[nH]c(C)c1C(=O)CSc1nc2ccccc2c(=O)n1-c1ccc(F)cc1 | 2 | -22 | 22 | 1 | 0.1 | x | 4.1 | 15
CC(C)NC(=O)Nc1ccc2c(c1)C(=O)N([C@H](C)CO)C[C@H](C)[C@@H](CN(C)Cc1ccncc1)OCCCC[C@H](C)O2 | x | 13 | 3 | -1 | 0.0 | -2 | -0.7 | -5
C[C@H](CO)N1C[C@H](C)[C@@H](CN(C)C(=O)Nc2ccccc2)Oc2c(NC(=O)Nc3ccccc3)cccc2C1=O | 1&2 | -3&13 | -19&15 | -1&-2 | 2.6&-0.1 | 6&6 | 2.1&1.2 | -3&3
O=C(CN1C(=O)NC2(CCCC2)C1=O)Nc1ccc(F)c([N+](=O)[O-])c1 | 8 | 1 | 10 | 5 | 0.0 | -6 | -3.0 | 2
COc1ccc(N2CCN(CC(O)COc3cc(C)cc(C)c3)CC2)cc1 (stereo not drawn) | 14 | -24 | 10 | 8 | 0.2 | -5 | 1.6 | 6
COCCCn1c(C)nnc1-c1cnn(-c2ccccc2)c1N | -8 | 5 | 8 | 1 | -0.3 | 11 | 0.1 | 6
O=C(CNS(=O)(=O)c1ccccc1)Nc1ccccc1Br | 7 | 4 | -24 | 1 | 0.1 | -4 | -0.9 | -5
Cc1ccc(C)c(S(=O)(=O)N2CCCOC2CNC(=O)C(=O)NCc2ccncc2)c1 (stereo not drawn) | 3 | -3 | -14 | 1 | 0.0 | 2 | 1.2 | 0
O=C(C[C@H]1CC[C@@H]2[C@H](COC[C@H](O)CN2Cc2cccc(F)c2)O1)NCc1cccc(F)c1 | -3&3 | -5&0 | 6&-5 | -1&2 | 0.2&-0.1 | -12&-2 | 0.2&-2.2 | 0
C[C@@H]1CN([C@@H](C)CO)C(=O)c2cc(C#CCN(C)C)cnc2O[C@H]1CN(C)Cc1ccc(F)cc1 | 2 | 6 | x | -2 | -0.3 | -2 | 1.5 | -5
CCCc1nnc(NC(=O)CSc2nnc(-c3ccco3)n2C)s1 | -19 | 4 | 24 | 3 | 0.1 | -4 | 1.1 | 0
C[C@H](CO)N1C[C@H](C)[C@@H](CN(C)C(=O)C2CC2)Oc2cc(C#CCN(C)C)ccc2S1(=O)=O | -32 | 17 | x | x | -0.3 | x | 1.9 | x
Cc1ccc(C)c(SCC(=O)OCC(=O)Nc2ncc(C(F)(F)F)cc2Cl)c1 | 7 | -2 | 14 | u | 0.1 | 1 | x | x
Cc1ccc(S(=O)(=O)N(C)c2ccc(OC(=O)CN3C(=O)NC(C)(c4ccccc4)C3=O)cc2)cc1C (stereo not drawn) | -1 | 1 | 15 | 3 | 0.4 | -4 | 0.2 | -2
O=c1oc2cc(O)ccc2cc1S(=O)(=O)c1ccccc1 | x | 1 | -9 | -8 | 0.1 | -10 | 1.8 | -2
C[C@H](CO)N1C[C@H](C)[C@@H](CN(C)S(=O)(=O)c2ccccc2)Oc2ccc(NC(=O)Nc3ccc(F)cc3)cc2C1=O | 7 | -15 | 2 | 3 | -0.2 | u | -0.7 | -4
CCc1cccc(C)c1NC(=O)C1CC=CCC1C(=O)O (stereo not drawn) | -65 | 4 | 8 | -5 | 0.0 | -4 | 2.6 | -4
C[C@H](CO)N1C[C@H](C)[C@@H](CN(C)C)Oc2cc(-c3ccccc3F)ccc2S1(=O)=O | 3 | -1 | -1 | 1 | 0.1 | u | -2.8 | -5
Cc1c(/C=N/NC(=O)c2ccc(Br)o2)cnn1C | -5 | -1 | 2 | 0 | 0.2 | 4 | 0.5 | 5
COCC(=O)Nc1ccc2c(c1)OC[C@H](C)N(CCC(F)(F)F)C[C@H](C)[C@@H](OC)CN(C)C2=O | -5 | 0 | -13 | -1 | 0.1 | -1 | 0.5 | 2
CC(C)(C)NC(=O)/C(=C/c1cccnc1)NC(=O)c1ccco1 | 9 | 6 | -8 | -4 | 0.2 | -5 | x | x
O=C(NC1CCC1)[C@H]1[C@H](CO)[C@H]2Cn3c(ccc(-c4ccccc4F)c3=O)[C@H]2N1Cc1ccncc1 | -1 | 1 | 14 | 4 | 0.2 | -10 | -1.7 | -5
Cc1ccc(S(=O)(=O)NCc2ccc(/C=C(/C#N)C(=O)NCc3ccccc3)o2)cc1 | -29 | 8 | -26 | -3 | -0.3 | 7 | x | 0
C/C=C/c1ccc2c(c1)O[C@@H](CN(C)CC1CCCC1)[C@H](C)CN([C@H](C)CO)S2(=O)=O | 2 | 0 | 3 | -3 | -0.2 | -4 | -2.1 | 21
CCOC(=O)N1CCN(Cc2cn[nH]c2-c2cc3ccccc3o2)CC1 | -24 | -1 | -6 | 2 | 0.2 | -1 | -1.6 | -2
CCOc1ccc(C(=O)NNC(=O)CCNC(=O)c2ccco2)cc1OC | 1 | -14 | 4 | -4 | 0.0 | -2 | -0.8 | -3
C[C@@H]1CN([C@H](C)CO)C(=O)CCCn2nncc2CO[C@H]1CN(C)C(=O)Nc1ccc2c(c1)OCCO2 | -22&-45 | 0&5 | -88&-98 | -2&8 | -0.1&0.3 | u | 1.2&-1.9 | -4
CN(C)C(=O)c1cccc(-c2cnc3c(NC=O)cc(-c4cccc(C(F)(F)F)c4)cn23)c1 | 13 | -17 | x | -2 | 0.1 | 13 | -4.4 | x
CCCCNc1c2c(nc3c(-c4ccccc4)c(C)nn13)CCC2 | 24 | x | x | -3 | x | -2 | -0.9 | -1
O=C(O)c1ccc(-c2ncc[nH]2)cc1 | 4 | -7 | -7 | 0 | 0.0 | 1 | -2.5 | 3
C[C@H]1CN([C@@H](C)CO)C(=O)Cc2cc(NS(=O)(=O)c3cn(C)cn3)ccc2O[C@@H]1CN(C)CC1CCCCC1 | -4 | 7 | -6 | -2 | 0.1 | 8 | -2.9 | -2
CC(C)Cc1nnc(NC(=O)Cc2ccc([N+](=O)[O-])cc2)s1 | 2 | -7 | 27 | 8 | 0.1 | x | -2.2 | 17
CN(CC(=O)NCC(c1ccco1)N1CCCCC1)S(=O)(=O)c1ccc(Cl)cc1 (stereo not drawn) | 1 | -1 | 1 | 3 | 0.1 | 1 | 0.5 | 6
Cc1cccc(S(=O)(=O)N2C[C@H](O)COC[C@H]3O[C@H](CC(=O)Nc4ccc(-c5ccccc5)cc4)CC[C@@H]32)c1 | 17 | -18 | 34 | -1 | 0.1 | -4 | -1.9 | 13
Cc1ccsc1C(=O)N1CCC1(C)C(=O)NCc1cccc2ccccc12 (stereo not drawn) | -2 | x | 17 | -1 | 0.2 | -2 | 3.7 | x
COc1ccc(Cl)c(-c2cc(C(=O)Nc3ccc(C)c(NS(C)(=O)=O)c3)[nH]n2)c1 | -3 | 19 | 0 | -2 | 0.0 | -12 | 1.0 | x
CCC(=O)NC[C@@H]1[C@@H](c2ccccc2)[C@@H](CO)N1C(=O)C1CC1 | -4 | -2 | 5 | 14 | 0.6 | -5 | -2.6 | 0
C[C@@H]1CN([C@H](C)CO)C(=O)c2cccc(NS(=O)(=O)c3ccccc3)c2O[C@H]1CN(C)Cc1ccc(C(F)(F)F)cc1 | 0 | -20 | 3 | 0 | -0.1 | 2 | 0.6 | 5
CCn1c(=O)n(CC)c2cc(NC(=O)c3ccccc3Cl)ccc21 | 5 | 2 | -85 | -1 | 0.0 | -5 | 1.5 | -37
Cc1ccc(C(C)NC(=O)c2ccncc2)c(C)c1 (stereo not drawn) | -9 | -1 | 2 | -5 | 0.0 | -2 | 1.5 | -9
C=CCOC(=O)[C@H]1[C@@H]2C(=O)O[C@@H](c3ccccc3)[C@@H](c3ccccc3)N2[C@@H](c2ccc(OCCOC(=O)[C@@H]3C[C@@H]4C(=O)N[C@@H](CC(C)C)C(=O)N4[C@@H]3c3ccc(O)cc3)cc2)[C@]12C(=O)Nc1ccc(I)cc12 | 1 | x | 14 | 7 | x | -4 | 0.0 | -2
O=C(/C=C/c1ccccc1[N+](=O)[O-])OCC(=O)N1CCN(c2ccccc2)CC1 | 1 | x | 14 | -3 | 0.0 | -10 | x | x

Next entries.
SMILES | EWS-Fli block | GSIS activator | PAX8 reporter | ERp5 inh | XiGFP reactiv | DENV2 CPE rescue | F508del corr | ARNT-TACC3 inh
Cc1ccc2[nH]c(C(=O)N3CCCC(Nc4ccc(F)cc4)C3)cc2c1 (stereo not drawn) | -9 | -48 | -17 | 1 | 0.0 | 3 | 1.6 | 7
COc1ccccc1C(=O)Nc1ccc2c(c1)C(=O)N(C)C[C@@H](OC)[C@H](C)CN(C)[C@@H](C)CO2 | 23 | -1 | 6 | 0 | 0.0 | 47* | 3.5 | x
O=C(COC(=O)CCc1ccccc1)Nc1cc(S(=O)(=O)N2CCOCC2)ccc1N1CCCC1 | 4 | -7 | -6 | 0 | 0.2 | 1 | -0.4 | 0
COc1ccc(-c2nc(CN3CCN(C(=O)c4ccco4)CC3)c(C)o2)c(F)c1 | 7 | -13 | 13 | -1 | 0.2 | 6 | 3.5 | -6
CCc1ccc(/C=N/NC(=O)c2c[nH]c3ccccc23)s1 | x | -15 | -42 | x | 0.0 | x | x | 11
O=C(O)c1ccc(/C=N/N2CCN(Cc3cccc4ccccc34)CC2)cc1 | 3 | 8 | -1 | 5 | 0.0 | -11 | 2.9 | x
